# Screening data: PubChem, several laboratories
# LAP4 TOR yeast: modulators of TOR pathway LAP4-GFP in S. cerevisiae; S. cerevisiae LAP4-GFP multiplex, flow cytometry GFP, 3 h; median GFP as percent of DMSO wells; GFP response vs DMSO, % at 10 µM; 320,000 tested, 0.34% active; AID 2023;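 active = GFP response vs DMSO above a set limit, about the screen mean plus 3 SD, cut at about 150% in these data; inconclusive = under 70 cell events counted for the yeast strain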
# AGP1-GFP MLPCN: alters AGP1-GFP fluorescence in TOR pathway yeast screen | S. cerevisiae AGP1-GFP multiplex flow cytometry, 3 h; GFP as percent of DMSO wells | 320,000 tested, 0.02% active | GFP response vs DMSO, % at 10 µM;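 active = GFP response relative to DMSO above a set limit, near screen average plus 3 SD, cut at about 150% in these data; inconclusive = fewer than 70 cells counted for the yeast strain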;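 also: median GFP channel fluorescence of the gated AGP1 strain per well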
# GRK2 aptamer HTS: human GRK2 inhibition via aptamer displacement; inhibition of aptamer binding, % at 10 µM; AID 488847; 330,000 tested, 0.59% active; bead flow cytometry, FAM-aptamer displacement from GRK2;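 active = inhibition of aptamer binding above 40%, roughly 3 SD of noise, on plates passing a quality check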;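 also: median bead fluorescence of bound FAM aptamer so fluorescent compounds give negative values; no value below 0 was filed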
# CIT2-GFP yeast: alters CIT2-GFP fluorescence in TOR pathway yeast screen. S. cerevisiae CIT2-GFP strain, flow cytometry, 3 h; 100 means same as DMSO wells. GFP response vs DMSO, % at 10 µM. 320,000 tested, 0.065% active. AID 2029;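 active = GFP response relative to DMSO above a set limit, near the screen mean plus 3 SD, cut at about 150% in these data; inconclusive = Fewer than 70 cells measured for a yeast strain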;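 also: ratio of well median GFP fluorescence to mean of DMSO wells on the plate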
# VLA-4 inh: inhibition in a human VLA-4 binding assay. P13612. VLA-4 expressing cells, ligand binding flow cytometry. inhibition, % (about 7 µM as worked out from the volumes in the protocol). 330,000 tested, 0.2% active. AID 2557; in the data active = inhibition above about 50%
# Target sequence (P13612 whole entry, looked up): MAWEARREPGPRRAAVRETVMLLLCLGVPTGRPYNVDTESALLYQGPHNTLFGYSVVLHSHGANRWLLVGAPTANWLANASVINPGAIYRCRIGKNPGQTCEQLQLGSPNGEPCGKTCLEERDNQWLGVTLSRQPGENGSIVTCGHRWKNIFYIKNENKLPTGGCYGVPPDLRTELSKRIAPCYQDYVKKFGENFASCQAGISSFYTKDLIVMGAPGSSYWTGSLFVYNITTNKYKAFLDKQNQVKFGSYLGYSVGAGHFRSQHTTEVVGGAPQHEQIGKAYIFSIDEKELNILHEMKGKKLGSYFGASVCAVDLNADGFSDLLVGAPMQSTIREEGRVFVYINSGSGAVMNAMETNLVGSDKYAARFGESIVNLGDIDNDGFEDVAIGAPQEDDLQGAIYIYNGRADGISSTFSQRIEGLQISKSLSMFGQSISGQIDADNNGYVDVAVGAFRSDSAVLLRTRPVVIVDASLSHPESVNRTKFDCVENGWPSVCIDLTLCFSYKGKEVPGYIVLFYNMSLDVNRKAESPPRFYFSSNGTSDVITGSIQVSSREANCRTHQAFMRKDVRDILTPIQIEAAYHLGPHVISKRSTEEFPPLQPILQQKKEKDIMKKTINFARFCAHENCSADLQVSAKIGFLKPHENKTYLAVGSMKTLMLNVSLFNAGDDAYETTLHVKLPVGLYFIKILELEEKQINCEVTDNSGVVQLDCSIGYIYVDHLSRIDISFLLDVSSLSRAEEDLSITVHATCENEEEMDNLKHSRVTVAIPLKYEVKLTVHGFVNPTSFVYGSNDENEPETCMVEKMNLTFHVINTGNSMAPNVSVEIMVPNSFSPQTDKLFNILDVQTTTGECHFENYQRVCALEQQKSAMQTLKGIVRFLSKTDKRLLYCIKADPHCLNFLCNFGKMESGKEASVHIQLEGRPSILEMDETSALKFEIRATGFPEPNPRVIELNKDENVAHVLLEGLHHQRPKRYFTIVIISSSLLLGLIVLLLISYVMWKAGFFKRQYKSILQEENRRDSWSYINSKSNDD
# GASC-1 inh: human JMJD2C demethylase inhibition; Q9H3R0; GST-JMJD2C(1-420) H3K9me3 demethylation, DELFIA europium; inhibition, % at 2.35 µM; 330,000 tested, 0.069% active; AID 2099;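 active = more than half of a compound's replicate wells show inhibition beyond 50%, single wells judged on their own value; inconclusive = some, but no more than half, of replicates pass 50% inhibition; inactive = no replicate passes 50% inhibition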;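 also: signal counts dimethyl H3K9 product captured on neutravidin plate; 0% = median of DMSO wells and 100% = 0.3 times that DMSO median; strong numbers were not always called active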
# RPL19A TOR yeast: alters RPL19A-GFP fluorescence in TOR pathway yeast screen. S. cerevisiae RPL19A-GFP strain, flow cytometry, 3 h; hits give low values. percent response vs DMSO, % at 10 µM. 330,000 tested, 0.3% active;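 active = percent response vs DMSO below 50%; inconclusive = fewer than 70 events counted for the yeast strain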;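 also: median channel GFP fluorescence of the barcoded RPL19A-GFP strain; ratio of sample median GFP to plate DMSO average so 100% = DMSO; lower means less RPL19A-GFP as with rapamycin TOR inhibition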
# MEP2-GFP yeast: modulators of TOR pathway MEP2-GFP in S. cerevisiae. S. cerevisiae MEP2-GFP strain, flow cytometry GFP, 3 h; 100% = DMSO control level. GFP response vs DMSO, % at 10 µM. 330,000 tested, 0.51% active. AID 2016;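 active = GFP response versus DMSO above a set limit, roughly screen mean plus 3 SD, cut at about 180% in these data; inconclusive = fewer than 70 cells counted for a yeast strain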;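 also: median GFP fluorescence of the barcode-gated MEP2-GFP cells per well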
# * = called active by the depositor; i = inactive; ? = inconclusive; · = not tested or not shown; [ ] = remark or other dose.
SMILES	LAP4 TOR yeast	AGP1-GFP MLPCN	GRK2 aptamer HTS	CIT2-GFP yeast	VLA-4 inh	GASC-1 inh	RPL19A TOR yeast	MEP2-GFP yeast
COc1cc2cc(Oc3ccc4ccc(=O)oc4c3)c(=O)oc2cc1OC1OC(COC(=O)CC(C)(O)CC(=O)O)C(O)C(O)C1O (stereo not drawn)	97	98	5	99	-9	i	97	98
COc1ccc(C(=O)Nc2ccc(OC)c([N+](=O)[O-])c2)cc1Br	91	98	0	101	-1	-1	104	102
COc1ccc(Cl)cc1NC(=O)C/C(C)=N/NC(=O)c1ccc(O)cc1	100	104	2	106	11	-6	103	95
Cn1cnnc1SC(C(=O)Nc1ccc(F)cc1)c1ccccc1 (stereo not drawn)	98	105	0	100	5	15	99	101
Cc1cc(C)c(C)c(S(=O)(=O)N2CCC(C(=O)OCC(=O)N3c4ccccc4NC(=O)C3(C)C)CC2)c1C	89	101	6	103	-20	6	102	98
Cc1ccc(N=C(NOCc2ccc(Cl)cc2Cl)c2nonc2N)c(C)c1	102	96	2	103	1	2	99	93
CCCCN1C(=O)C(=O)N(CC(=O)Nc2cccc(C(C)=O)c2)C1=O	97	99	0	102	1	0	97	97
Cc1ccc(C)c(N2CCN(S(=O)(=O)c3c(C)noc3C)CC2)c1	105	104	3	104	-1	-6	99	108
C/C=C(/C)C(=O)O[C@@H]1Cc2c(ccc3ccc(=O)oc23)OC1(C)C	81	83	3	85	-2	1	103	93
O=C(CSc1nc2ccccc2n1-c1ccccc1)Nc1ncc(Cl)cc1Cl	106	96	4	94	-25	-2	100	91
CCc1nc(C)ccc1OC(=O)C12CC3CC(CC(C3)C1)C2	102	105	3	116	19	-3	106	116
CC(NC(=O)COC(=O)CCc1nc2ccccc2c(=O)[nH]1)c1ccccc1 (stereo not drawn)	98	101	2	102	-3	-2	99	97
C[n+]1ccc(C(=O)N/N=C/c2ccco2)cc1	85	95	0	97	54*	3	96	93
C[C@]12c3[nH]c4ccccc4c3CCN1C(=O)C(CC(=O)NCc1cccc(C(F)(F)F)c1)C[C@@H]2C(=O)N1CCOCC1 (stereo partly drawn)	88	83	6	84	-19	4	90	93
O=C(c1cccnc1)N1C2C=CC(C2)C1(C(F)(F)F)C(F)(F)F (stereo not drawn)	106	112	29	106	5	3	104	108
COc1ccc(NS(=O)(=O)c2ccc(OC)c(OC)c2)cc1OC	98	98	1	97	-2	-4	99	100
CCc1ccc(/C=N/NC(=O)c2cc(-c3ccccc3OC)nc3ccccc23)s1	106	107	0	94	4	-5	102	96
C/C(=N/NC(=S)Nc1ccccc1)c1ccc2c(c1)OCO2	88	87	0	92	-7	3	94	64
CCC(=O)Nc1ccc(-c2cc(-c3ccccc3)nc(-c3ccc(NC(=O)CC)cc3)n2)cc1	108	103	0	96	34	-2	100	103
COc1ccc(C2CC(=O)n3c(nc4ccccc43)S2)cc1OC (stereo not drawn)	107	99	2	100	18	-4	95	102
O=C(Cc1cccs1)Nc1ccccc1	95	103	2	101	0	1	100	103
COc1ccc(-c2ncc(CN3CCC(CO)(Cc4cccc(OC)c4)CC3)cn2)cc1	107	101	0	92	-1	5	102	93
COc1cc(CNn2c(C)n[nH]c2=S)cc(Cl)c1OCc1ccccc1	101	102	0	98	3	-3	97	106
Cn1ccnc1SCc1cccc([N+](=O)[O-])c1	102	105	0	106	28	11	112	107
CCOc1ccc(C2C(C(=O)OC)=CN(CCOC)C=C2C(=O)OC)cc1	93	96	4	97	-12	-2	93	98
O=C(NC1CCC(O)CC1)c1cccnc1Sc1ccccc1Cl (stereo not drawn)	95	115	0	105	-8	-12	107	104
COCCCNC(=O)c1cc(C)nn1-c1ccccc1	93	105	4	82	7	-4	99	94
Cc1ccccc1C(=O)NCc1nnc(SCC(=O)N2CCN(c3ccccc3)CC2)n1C	102	100	0	94	-1	6	100	102
COc1cc(C(=O)OCC(=O)c2cc(C)n(CC3CCCO3)c2C)cc(OC)c1C (stereo not drawn)	101	102	3	98	9	5	100	102
CCc1cccc(N(CC(=O)NC2CCCCC2)C(=O)c2csnn2)c1	88	95	1	109	8	3	102	106

# Overlap with the part before: 4 entries, then new ones.
SMILES	LAP4 TOR yeast	AGP1-GFP MLPCN	GRK2 aptamer HTS	CIT2-GFP yeast	VLA-4 inh	GASC-1 inh	RPL19A TOR yeast	MEP2-GFP yeast
COCCCNC(=O)c1cc(C)nn1-c1ccccc1	93	105	4	82	7	-4	99	94
Cc1ccccc1C(=O)NCc1nnc(SCC(=O)N2CCN(c3ccccc3)CC2)n1C	102	100	0	94	-1	6	100	102
COc1cc(C(=O)OCC(=O)c2cc(C)n(CC3CCCO3)c2C)cc(OC)c1C (stereo not drawn)	101	102	3	98	9	5	100	102
CCc1cccc(N(CC(=O)NC2CCCCC2)C(=O)c2csnn2)c1	88	95	1	109	8	3	102	106
Cc1ccccc1-n1nc(C)c2c(C(=O)NN)cc(-c3ccncc3)nc21	80	83	0	79	-7	2	97	88
CCOc1ccc(NC(=O)c2cccc(-n3cnnn3)c2)cc1	89	96	2	79	3	6	97	96
CCCN(CC(=O)Nc1ccccc1C)C(=O)c1oc2ccc(OCC)cc2c1C	109	108	4	92	-8	-1	99	93
O=C(CSc1nnc(NC(=O)c2c(F)cccc2Cl)s1)Nc1ccccc1F	97	113	5	112	3	13	106	100
Cc1ccc(S(=O)(=O)c2cc(C#N)c(=O)[nH]c2N)cc1	92	99	8	·	5	-12	99	97
CCOC(=O)c1c(NC(=O)Cn2nnc3ccccc32)sc2c1CCC(C)C2 (stereo not drawn)	107	96	2	89	14	2	95	94
COc1ccc(N(C(=O)CCl)C(C(=O)NCCc2ccccc2)c2cccs2)cc1 (stereo not drawn)	95	95	0	95	-3	7	96	94
CN1CCN(CC(=O)Nc2c(C#N)cnn2-c2ccccc2)CC1	110	109	0	108	-2	-9	102	105
Cc1cc(C)c(C#N)c(SCC(=O)c2ccccc2)n1	99	102	2	107	11	4	108	104
O=C1Nc2ccccc2SC1c1ccccc1 (stereo not drawn)	82	89	2	97	4	-2	97	98
O=C(NCCCn1ccnc1)c1sc2cccc(F)c2c1Cl	97	100	0	102	-5	-4	·	99
COCC(=O)N(Cc1cc2ccc(C)cc2[nH]c1=O)c1ccccc1C	94	104	0	107	0	-5	105	104
COC(=O)[C@@H]1C[C@@]2(O)[C@H](O)[C@H](O)[C@H](O)C[C@H]2N1C/C=C/c1ccccc1	134	92	1	127	7	-4	99	94
COc1ccc(NC(=O)CCc2nc(-c3ccccc3F)no2)cc1	104	96	0	95	-3	-1	94	107
O=C(Nc1cccc(-c2cn3c(n2)SCC3)c1)c1ccc2c(c1)OCO2	98	95	2	88	15	1	92	94
O=C(CSc1nn(-c2ccc(Cl)cc2)c(=S)s1)NCC1CCCO1 (stereo not drawn)	90	105	0	97	7	-1	101	105
O=C(Nc1ccc2c(c1)OCCO2)c1ccc(Br)cc1	102	98	0	100	19	4	100	104
O=C1c2ccc(Cl)cc2S(=O)(=O)c2cccc(C(=O)N3CCC(Cc4ccccc4)CC3)c21	105	103	5	106	26	3	98	94
O=C(CSc1nnnn1C1CCCCC1)NNC(=O)c1ccco1	93	99	7	102	1	-3	94	91
CCOC(=O)N1CCN(C(=O)c2cc3ccc(OC)cc3[nH]2)CC1	100	101	4	111	-2	6	106	109
CCOc1ccccc1N(CC(=O)Nc1cccnc1)S(C)(=O)=O	98[may fluoresce violet]	·	0	?	-1	-7	40*[may fluoresce violet]	552*[may fluoresce violet]
O=C(NCCc1ccccc1)C(=O)NCC1OCCN1S(=O)(=O)c1cc(F)ccc1F (stereo not drawn)	104	107	1	101	2	-1	100	108
CC(=O)N/N=c1\sc2ccccc2n1C	102	107	1	105	12	-10	99	98
COc1ccc(C(=O)NCC(=O)N/N=C/c2cccc(OC(=O)c3ccco3)c2)cc1OC	98	90	0	91	6	-2	91	89
Cc1oc2cc(Br)c(O)c(Br)c2c1C(=O)c1ccccc1	87	89	2	99	2	4	111	107
CCCCc1c(C(=O)O)cc(OC)cc1C(=O)O	97	98	0	99	41	-3	98	96
CC(=O)NC(CC(=O)Nc1ccc2c(c1)OCCO2)c1ccccc1 (stereo not drawn)	94	95	1	103	9	-3	97	99
CCOc1ccc(C(=O)CCC(=O)O)cc1	96	97	0	108	-3	5	100	100
CCN(C(=O)CN1CC(C)OC(C)C1)c1c(N)n(Cc2ccccc2)c(=O)[nH]c1=O (stereo not drawn)	110	105	5	99	-2	-3	95	95
COC(=O)c1cc(NC(=O)C2(S(=O)(=O)c3ccc(C)cc3)CC2)cc(C(=O)OC)c1	99	99	1	98	-1	-37	102	101

# (list continues)
SMILES	LAP4 TOR yeast	AGP1-GFP MLPCN	GRK2 aptamer HTS	CIT2-GFP yeast	VLA-4 inh	GASC-1 inh	RPL19A TOR yeast	MEP2-GFP yeast
S=c1[nH]nc(Cn2c(-c3ccccn3)nc3ccccc32)n1-c1ccc2c(c1)OCCO2	106	106	1	92	-2	14	102	100
Cc1ccc(-c2nnc(-n3nnc4ccccc43)c3ccccc23)cc1	91	93	3	95	20	-1	95	96
COC(=O)C1=CNC=C(C(=O)OC)C1c1ccc(Cl)cc1	98	96	0	86	-9	0	94	95
CC(C)(C)c1ccc(C(=O)NCC2CCCN2S(=O)(=O)c2ccccc2)cc1 (stereo not drawn)	97	103	0	78	7	12	93	94
N#CC1=C(N)Oc2cc(Nc3ccccc3)ccc2C1c1ccncc1 (stereo not drawn)	93	96	1	92	15	3	97	101

# Part of the list above in order of molar mass, lowest first:
SMILES	LAP4 TOR yeast	AGP1-GFP MLPCN	GRK2 aptamer HTS	CIT2-GFP yeast	VLA-4 inh	GASC-1 inh	RPL19A TOR yeast	MEP2-GFP yeast
COC(=O)C1=CNC=C(C(=O)OC)C1c1ccc(Cl)cc1	98	96	0	86	-9	0	94	95
Cc1ccc(-c2nnc(-n3nnc4ccccc43)c3ccccc23)cc1	91	93	3	95	20	-1	95	96
N#CC1=C(N)Oc2cc(Nc3ccccc3)ccc2C1c1ccncc1 (stereo not drawn)	93	96	1	92	15	3	97	101

# Outcome played no part in choosing rows; 1.7% or so of the library scored in one or more.
